G9a block: blocks human histone lysine methyltransferase G9a | AID 504332 | G9a H3K9 monomethylation, AlphaScreen, 2 h | hit rate 8.8% among 350,000 | Potency, µM (doses to about 102 µM), for the others: at the highest dose activity, negative = inhibition, usual class: inhibitors; further: on the % scale 0 is the no-effect control and ±100 the full control effect; nearly all actives have a fitted effect of over 75% in size
Target sequence (Q96KQ7 913-1193 limits assumed): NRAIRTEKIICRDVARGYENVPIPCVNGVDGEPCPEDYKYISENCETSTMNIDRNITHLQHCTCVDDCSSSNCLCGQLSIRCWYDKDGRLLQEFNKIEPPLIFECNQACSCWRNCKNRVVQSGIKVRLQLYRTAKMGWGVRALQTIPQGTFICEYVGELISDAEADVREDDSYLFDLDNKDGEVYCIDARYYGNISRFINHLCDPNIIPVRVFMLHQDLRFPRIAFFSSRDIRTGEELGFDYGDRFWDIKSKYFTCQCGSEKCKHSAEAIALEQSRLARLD
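G9a (20 nM) preincubated 15 min RT with compounds, then 500 nM biotinylated H3K9 peptide and 20 uM SAM added; 2 h RT reaction. Monomethyl-H3K9 product detected by AlphaScreen with anti-H3K9me1 antibody, streptavidin donor and anti-rabbit IgG acceptor beads.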
BLM helicase inh: inhibitors of human Bloom syndrome helicase BLM. P54132. Potency, µM (series often up to 56.1 µM), for inactives: at the top dose activity change, negative = inhibition, hits mostly inhibitors. recombinant BLM DNA unwinding, fluorescence dequenching. AID 2528. hit rate 0.2% among 350,000;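 further: plate controls were vehicle for no effect and no enzyme for full effect; nearly all actives have a fitted effect of over 35% in size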
POLH inh: DNA polymerase eta (human) inhibition; Q9Y253; recombinant Pol eta, fluorescent DNA replication assay; Potency, µM (highest dose often 114 µM), without a hit: at the highest dose activity change, negative = inhibition, hits mostly inhibitors; hit rate 1.2% among 390,000; AID 588591; further: on the % scale 0 is the no-effect control and ±100 the full control effect
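Fluorescent replication assay: 50 nM final substrate added after a 15 min room-temperature compound preincubation with 10 nM enzyme. Signal taken at 0 min and again at 10 min.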
BAZ2B block: inhibitors of human BAZ2B bromodomain; AlphaScreen BAZ2B-H3K14Ac peptide displacement; Potency, µM (series often up to 114 µM), for the others: top-dose activity change, negative = inhibition, hits mostly inhibitors; hit rate 4.4% among 360,000; further: on the % scale 0 is the no-effect control and ±100 the full control effect; nearly all actives have a fitted effect of over 60% in size
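Complex of BAZ2B and biotin-H3K14Ac (50 nM apiece) forms over 30 min at RT, then faces library compounds up to 110 uM for another 30 min; AlphaScreen beads added, 20 min dark incubation, luminescence read.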
JMJD2A Tudor: JMJD2A Tudor domain (human) inhibition; Potency, µM (titrated, usually from 114 µM), without a hit: top-dose activity change, negative = inhibition, usual class: inhibitors; hit rate 4.4% among 390,000; AID 504339; AlphaScreen JMJD2A-Tudor / H3K4me3 peptide binding; further: on the % scale 0 is the no-effect control and ±100 the full control effect; nearly all actives have a fitted effect of over 50% in size
Pol beta inh: inhibitors of human DNA polymerase beta; hit rate 1.3% among 340,000; Pol beta primer extension/strand displacement, fluorescence kinetic; P06746; Potency, µM (highest dose often 114 µM), inactives show at the top dose activity change, negative = inhibition, actives largely listed as inhibitors; AID 485314; further: on the % scale 0 is the no-effect control and ±100 the full control effect
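Human Pol beta at 10 nM; strand-displacement substrate 50 nM final. Compound exposure 15 min at room temperature before start, reaction 10 min at room temperature.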
APEX1 inh: inhibitors of human APE1 endonuclease; recombinant APE1, TAMRA/BHQ-2 abasic DNA cleavage fluorescence; Potency, µM (highest dose often 65.8 µM), for inactives: at the highest dose activity change, negative = inhibition, hits mostly inhibitors; hit rate 0.35% among 350,000;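 further: plate controls were vehicle for no effect and reference inhibitor for full effect; nearly all actives have a fitted effect of over 55% in size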
Target sequence (P27695 whole entry, looked up): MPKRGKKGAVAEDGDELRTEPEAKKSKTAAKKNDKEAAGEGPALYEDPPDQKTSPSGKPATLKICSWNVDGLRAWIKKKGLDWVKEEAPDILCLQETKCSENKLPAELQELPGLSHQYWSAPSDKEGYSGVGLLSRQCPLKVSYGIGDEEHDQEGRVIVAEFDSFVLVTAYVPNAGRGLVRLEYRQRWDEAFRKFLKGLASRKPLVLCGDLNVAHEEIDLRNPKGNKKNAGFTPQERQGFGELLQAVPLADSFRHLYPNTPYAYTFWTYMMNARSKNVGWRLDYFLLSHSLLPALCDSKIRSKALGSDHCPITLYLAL
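Activity was derived from the fluorescence gain between first and third kinetic reads (60 s intervals, ex 525/em 598 nm) after 50 nM THF-abasic TAMRA/BHQ-2 duplex was added to 0.75 nM APE1 preincubated 15 min with compound.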
POLK inh: DNA polymerase kappa (human) inhibition; Q9UBT6; purified Pol kappa, fluorescent DNA synthesis assay, 10 min; Potency, µM (series often up to 107 µM), for the others: at the top dose activity, negative = inhibition, hits mostly inhibitors; hit rate 0.53% among 400,000; AID 588579; further: on the % scale 0 is the no-effect control and ±100 the full control effect
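50 nM final substrate added after 15 min RT preincubation of 10 nM Pol kappa with compound; fluorescence read at 0 and 10 min.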
Pol iota inh: DNA polymerase iota (human) inhibition | Q9UNA4 | Potency, µM (series often up to 115 µM), inactives show at the top dose activity, negative = inhibition, usual class: inhibitors | Pol iota fluorescent replication assay, 10 min | hit rate 1% among 390,000
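Fluorescent replication assay read twice, at 0 min and 10 min after adding 50 nM (final) substrate. Enzyme (10 nM) and compounds were first incubated 15 min at room temperature; enzyme-free buffer wells were negative controls.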
The depositor's hits bear a star; u = inconclusive; x = no result given; [ ] = dose if it differs, or a comment. The call rests on the fitted dose curve; in most records, active means well fitted curve in the direction sought with a large enough effect; inconclusive means small, poorly fitted or top-dose-only effect, or another doubt; inactive means no such curve, though single readings can be large; an effect the other way counts as inactive or inconclusive. Potency means the concentration at half of the fitted maximal effect. A portion of the library. The share of hits here may be higher or lower than overall.

SMILES	G9a block	BLM helicase inh	POLH inh	BAZ2B block	JMJD2A Tudor	Pol beta inh	APEX1 inh	POLK inh	Pol iota inh
Cc1cc(Cl)ccc1OCC(=O)NN1C(=O)C2C3C=CC(C3)C2C1=O (stereo not given)	-5%	-3%	-12%	u	6%	8%	-5%	-2%	29%
COc1ccc(S(=O)(=O)Nc2cccc(Cl)c2)cc1OC	-12%[0.0925 µM]	-4%	-8%	-5%	9%	0%	15%	-4%	11%
CC(=O)Nc1ccc(NC(=O)COC(=O)Cc2c[nH]c3ccccc23)cc1	8%[59 µM]	-1%	-14%	-23%	-19%[57.1 µM]	4%	-6%	-6%	21%
CCc1ccc(-n2cc(-c3ccc([N+](=O)[O-])cc3)[nH]c2=S)cc1	u	5%	-7%	-36%	-24%	11%	22%	-7%	-20%
Cc1cc(C)cc(OCCCCCNCCO)c1	1%[59 µM]	0%	-12%	2%	-22%	21%	u	-12%	8%
O=C(c1ccco1)N1CCN(CC(O)Cn2c3ccccc3c3ccccc32)CC1 (stereo not given)	u	2%	-22%	u	-13%[57.1 µM]	2%	1%	-2%	8%
CC(=O)c1ccc(N2CCN(C(=O)C3CCCN3S(=O)(=O)c3cccc4nsnc34)CC2)cc1 (stereo not given)	8%	-5%	-10%	-23%	-3%	u	26%	-2%	-2%
CCCCCn1c(=N)c(S(=O)(=O)c2ccc(Cl)cc2)cc2c(=O)n3cccc(C)c3nc21	u	-3%	2%	-3%	1%	0%	34%	-10%	8%
COc1ccc(N(C)C(=O)c2cnc(N3CCN(c4ncccn4)CC3)c3ccccc23)cc1	-36%	-5%	-15%	-5%	-31%	6%	-1%	2%	4%
COc1ccccc1-c1nnc(SCC(=O)c2ccc(C3CCCCC3)cc2)n1Cc1ccco1	u	-11%	-15%	-31%	-27%	-7%	-5%	5%	-8%
CCS(=O)(=O)N1CCN(Cc2c[nH]c3ccccc23)CC1	14µM*	-4%	-6%	56µM*	1.1µM*	29%	14%	0%	151%[activator]
O=C(O)CSc1nnc(Cn2cnc3ccccc32)n1CCc1ccccc1	8%[59 µM]	-4%	1%	-35%	-8%[57.1 µM]	25%	13%	-4%	7%
C=CCNC(=O)c1ccc(N(Cc2ccccc2)S(C)(=O)=O)cc1	29%[59 µM]	0%	-3%	0%	-3%	-15%	34%	-15%	3%
CCOc1ccccc1NC(=O)C1=C(C)NC(=O)NC1c1cccs1 (stereo not given)	-2%	-3%	-16%	-30%	-6%	12%	0%	4%	-4%
COc1ccc(NS(=O)(=O)c2cccc(C(=O)N/N=C/c3c(F)c(F)c(F)c(F)c3F)c2)cc1	x	x	-3%	x	-22%	x	x	-8%	-6%
O=S(=O)(c1ccc(Cl)cc1)N1CCCC1c1nc2ccccc2s1 (stereo not given)	35%	-7%	u	3%	3%	6%	-1%	1%	-1%
Cc1ccc(CNC(=O)Cn2ccc(NC(=O)OCc3ccccc3)nc2=O)o1	14%[2.33 µM]	x	-10%	-5%	4%	x	59%[activator]	-1%	27%
Cc1cnc(NC(=O)c2ccc(OCC3CCCO3)cc2)s1 (stereo not given)	u	-9%	-7%	-21%	-11%	21%	1%	10%	89%[activator]
O=C(CN1CCN(Cc2ccccc2F)C1=O)NCc1ccco1	9%[59 µM]	-5%	-5%	12%	-6%	11%	6%	4%	36%[activator]
CCOc1ccc(CNc2nnnn2C)cc1OC	11%	1%	-4%	-12%	-1%	-3%	32%	1%	49%[activator]
Cc1cccc(NC(=O)Cn2nc(C(F)(F)F)cc2C2CC2)c1	u	-5%	-17%	0%	-4%	-1%	-7%	-6%	-7%
Cc1ccc2ncccc2c1[N+](=O)[O-]	-7%	3%	-12%	3%	-20%	42%	13%	-4%	93%[activator]
O=c1[nH]c(SCc2ccc([N+](=O)[O-])cc2)nc2[nH]ncc12	-43%	0%	-15%	-24%	-8%	12%	-6%	0%	14%
O=C(c1ccco1)N1CCCN(C(=O)c2ccco2)CC1	-5%[59 µM]	-1%	-11%	2%	u	3%	10%	-8%	6%
Cc1ccc(C(=O)COC(=O)CCC(=O)NC2CCCCC2)cc1[N+](=O)[O-]	u	-3%	-10%	-2%	-3%	-1%	3%	-1%	21%
O=C(O)C(CO)N=Cc1c(O)c2ccccc2oc1=O (stereo not given)	-30%	0%	2%	u	-25%	4%	15%	-17%	-14%
CCOC(=O)c1ccc(NCc2ccc3c(c2)OCO3)cc1	-8%[59 µM]	-11%	-10%	-14%	8%	2%	-9%	-19%	2%
O=C(NCCc1ccc(Cl)cc1)C(=O)NCC(c1cccs1)S(=O)(=O)c1ccccc1 (stereo not given)	-1%[59 µM]	3%	0%	5%	-15%	-7%	x	-2%[60.1 µM]	-16%
COc1ccc(CNC(=O)c2c(Nc3ccccc3C)sc(C(=O)c3ccccc3)c2N)cc1	11µM*	-12%	-19%	u	u	-12%	x	-13%[60.1 µM]	12%
O=C(CC1C[C@H](C(=O)N2CCOCC2)[C@@]2(CCC3CCCC3)c3[nH]c4ccccc4c3CCN2C1=O)NCc1cccc(C(F)(F)F)c1 (stereo not given in full)	x	x	-12%	x	-6%	x	x	0%	17%
CCCCCOc1ccc(/C=C/c2c([N+](=O)[O-])c(=O)n(C)c(=O)n2C)cc1	-5%	-5%	-9%	-3%	-11%	0%	38%[activator]	7%	-9%
CCN(CC)S(=O)(=O)c1ccc(Cl)c(C(=O)Nc2nncs2)c1	u	0%	-8%	8%	-15%	11%	-1%	-13%	-2%
O=C(Nc1ncc(Cc2cccc(Cl)c2)s1)C1CCCO1 (stereo not given)	21%	-6%	-1%	-5%	-14%	33%	0%	-3%	7%
O=C(Cn1ncc2c([nH]c3ccccc32)c1=O)N1CCN(c2ccccn2)CC1	-4%	-1%	9%	-13%	0%	22%	78%[activator]	-9%	23%
CCCCCOc1c(Cl)cc(C(=O)N(Cc2ccc(C)o2)C2CCS(=O)(=O)C2)cc1Cl (stereo not given)	-10%[59 µM]	-19%	u	-14%	-18%	u	x	-8%	0%
COc1cc(/C=N/NC(=O)CC23CC4CC(CC(C4)C2)C3)cc(Br)c1OCC(=O)N(C)C	u	-11%	-14%	-29%	-27%	1%	8%	-11%	1%
CC(C)[C@H](NC(=O)c1ccc(C(C)(C)C)cc1)C(=O)Nc1nnc(C2CC2)s1	21%[59 µM]	-3%	-20%	-1%	-5%	2%	-7%	-6%	2%
CN(Cc1ccccc1)C(=O)c1ncn(C)c1C(=O)N(C)Cc1ccccc1	u	x	-6%	u	u	x	48%	13%	-12%
Cc1nc2c3cc(F)ccc3n(Cc3ccccc3)c2s1	u	-1%	-13%	u	-22%	5%	0%	-13%[60.1 µM]	26%
CCc1ccccc1NC(=S)N(CCN1CCCCC1)Cc1ccco1	13%[59 µM]	2%	-15%	-31%	-22%	-28%	-1%	-15%	113%[activator]

Single records (already shown).
CN(Cc1ccccc1)C(=O)c1ncn(C)c1C(=O)N(C)Cc1ccccc1 in the list: G9a block = u; BLM helicase inh = x; POLH inh = -6%; BAZ2B block = u; JMJD2A Tudor = u; Pol beta inh = x; APEX1 inh = 48%; POLK inh = 13%; Pol iota inh = -12%
O=c1[nH]c(SCc2ccc([N+](=O)[O-])cc2)nc2[nH]ncc12 in the list: G9a block = -43%; BLM helicase inh = 0%; POLH inh = -15%; BAZ2B block = -24%; JMJD2A Tudor = -8%; Pol beta inh = 12%; APEX1 inh = -6%; POLK inh = 0%; Pol iota inh = 14%

Next part:
SMILES	G9a block	BLM helicase inh	POLH inh	BAZ2B block	JMJD2A Tudor	Pol beta inh	APEX1 inh	POLK inh	Pol iota inh
CCc1cccc(NC(=O)CSc2ncc3c(n2)-c2ccc(Cl)cc2N(Cc2ccccc2)S3(=O)=O)c1	-15%[59 µM]	-3%	-2%	-37%	-19%	1%	x	0%	-3%
CCN(CC(=O)Nc1c(F)cccc1F)C(=O)C1CC1C (stereo not given)	10%	x	-6%	-4%	-9%	x	1%	7%	41%[activator]
CCCCN(C)C1CCN(C(=S)Nc2ccc(OC)cc2)CC1	u	-3%	-12%	5%	-5%	6%	4%	-25%	u
Nc1cc(=O)nc(SCC(=O)N(C2CCCCC2)C2CCCCC2)n1-c1ccccc1	x	-12%	-21%	3%	-26%	u	7%	-15%	u
Cc1ccc(NC(=O)c2ccc(S(=O)(=O)NCc3cccnc3)cc2)c(C)c1	-1%	-4%	0%	-7%	-9%	19%	-8%	-22%	99%[activator]
OC(Cn1cncn1)c1ccc(Cl)cc1 (stereo not given)	15%	1%	-11%	3%	-14%	4%	-1%	1%	18%
CCOc1ccc(CN(C)C(=O)NNC(=O)c2ccc(C)cc2)cc1OC	-2%	2%	-11%	10%	-3%	37%	4%	-5%	1%
COc1ccc(C(=O)NC2CCN(CC(=O)NCc3cccc(OC)c3)CC2)cc1	10%	3%	-1%	-16%	-8%	34%	-11%	-2%	7%
O=C(NC(NC(=S)Nc1ccc(Cl)cc1Cl)C(Cl)(Cl)Cl)c1cccc([N+](=O)[O-])c1 (stereo not given)	u	-10%	-19%	u	u	6%	-8%	-6%	u
CCOc1ccc(C(=O)NCC(=O)N2CCCC2)cc1	u	-1%	14%	-18%	1%	4%	33%	-4%	11%
CCN(CC)CCCNC(=O)c1ccc(OCC(=O)Nc2ccccc2C(F)(F)F)c(OC)c1	60%	-7%	-18%	-5%	-8%	-23%	-1%	-4%	14%
C#CCO[C@@H]1C[C@H](n2cnc3c(=O)[nH]c(NC(=O)C(C)C)nc32)O[C@@H]1CO	-10%[59 µM]	-1%	1%	8%	-14%	10%	1%	-6%	2%

Structural class: those above containing a thiophene ring, fused or not (3)
SMILES	G9a block	BLM helicase inh	POLH inh	BAZ2B block	JMJD2A Tudor	Pol beta inh	APEX1 inh	POLK inh	Pol iota inh
CCOc1ccccc1NC(=O)C1=C(C)NC(=O)NC1c1cccs1 (stereo not given)	-2%	-3%	-16%	-30%	-6%	12%	0%	4%	-4%
O=C(NCCc1ccc(Cl)cc1)C(=O)NCC(c1cccs1)S(=O)(=O)c1ccccc1 (stereo not given)	-1%[59 µM]	3%	0%	5%	-15%	-7%	x	-2%[60.1 µM]	-16%
COc1ccc(CNC(=O)c2c(Nc3ccccc3C)sc(C(=O)c3ccccc3)c2N)cc1	11µM*	-12%	-19%	u	u	-12%	x	-13%[60.1 µM]	12%
